FN deposit inh – fibronectin deposition inhibition. inhibition, % at 12.6 µM. 350,000 tested, 0.086% active. AID 743247. AH1F fibroblasts, Alexa488-fibronectin deposition fluorescence, overnight;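 active = mean inhibition across replicates of 30% or more, regardless of how many single replicates reach that level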;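 note: positive control wells lacked labelled fibronectin entirely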
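Assay system: AH1F fibroblast monolayer, labelled fibronectin deposition. Amount: 10000 cells per well. Also added: labelled fibronectin 24 nM. Compound: single-point pinned compound. Incubation: cell attachment 1 h, compound and FN exposure overnight. Detection: fluorescence after three HBSS washes, excitation 485 nm, emission 525 nm. Read-out: inhibition of fibronectin deposition signal.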
LGR2 inh – inhibitors of bursicon-induced Drosophila LGR2 receptor cAMP signaling; HEK293 LGR2, CRE-luciferase, bursicon-stimulated, 4 h; inhibition, % at 9.99 µM; 380,000 tested, 0.35% active; AID 720647;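 active = drop in luminescence signal, shown as inhibition above about 50% in the replicate tests, limit read from the data, passing the limit was not always enough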;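 note: agonist challenge used bursicon conditioned medium at about half maximal strength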
miR-122 sensor – blocks miR-122 activity in Huh7 sensor cells; Huh7 miR-122 Renilla luciferase sensor, 48 h; neutral wells = 0, positive control = 100; activation (reporter increase), % at 12.5 µM; 340,000 tested, 0.3% active;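 active = mean replicate activation score at least 90 and every replicate individually at or above 90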;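 note: higher luciferase means less miR-122 activity so hits act as miR-122 inhibitors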
Cneo AK release – Cryptococcus neoformans lysis via adenylate kinase release; C. neoformans lysis, adenylate kinase release luminescence, 4 h; normalised: neutral wells 0, clomiphene wells 100; lysis activity, % at 15 µM; 360,000 tested, 0.2% active;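 active = mean lysis activity across replicates of at least 80%, whatever share of replicates individually reach that level; inactive = mean lysis activity below 80%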
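read-out = cell lysis signal | test system = log-phase Cryptococcus neoformans yeast cells | input = cells at 5 × 10^6 per mL | medium = fresh YPD growth medium | signal = luminescent adenylate kinase detection reagent | timing = 4 h at 37 °C static, read 1 h later | dosing = single dose | controls = Clomiphene as positive lysis control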
EWS-Fli inh – EWS/Fli transcriptional activity inhibition; A673 NR0B1-luciferase reporter, viability-normalised; inhibition, % at 12.6 µM; 350,000 tested, 0.67% active; AID 651661;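 active = mean inhibition of at least 50% after viability correction, with every replicate also passing that limit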;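 note: firefly luciferase signal divided by Alamar Blue viability fluorescence both relative to DMSO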
CASP6 VEID inh – blocks human caspase-6 cleavage activity; P55212; 350,000 tested, 0.53% active; AID 686996; inhibition, % at 12.5 µM; purified caspase-6, Z-VEID-R110 cleavage fluorescence;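 active = mean inhibition across replicates at least about 35%, with every replicate also reaching that limit, limit read from the data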;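 note: 0% = median of neutral control wells and 100% = no fluorescence left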
Target sequence (P55212 24-179 limits assumed): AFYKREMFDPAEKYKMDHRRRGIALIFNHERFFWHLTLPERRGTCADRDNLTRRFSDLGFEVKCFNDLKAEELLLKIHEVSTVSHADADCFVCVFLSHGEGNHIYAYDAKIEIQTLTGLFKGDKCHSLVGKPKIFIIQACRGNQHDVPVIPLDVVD
Target sequence (P55212 194-293 limits assumed): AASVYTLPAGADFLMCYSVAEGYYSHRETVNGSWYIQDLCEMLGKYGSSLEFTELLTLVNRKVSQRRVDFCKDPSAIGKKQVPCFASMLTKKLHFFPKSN
PGC1a acetyl inh – PGC1a acetylation modulation, inhibitor mode; U2OS PGC1a acetylation, AlphaScreen anti-acetyl-lysine; with virally co-expressed GCN5 acetyltransferase; inhibition, % at 15.6 µM; 350,000 tested, 0.17% active; AID 651687;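 active = every replicate shows inhibition of at least 40%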;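 note: 0% = neutral control wells and 100% = positive control wells; some results beyond the cut were filed as inactive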
PAX8 reporter – PAX8 transcriptional activity inhibition | RMG-I TPO-luciferase reporter, SteadyGlo, 24 h | inhibition, % at 12.6 µM | 360,000 tested, 1.2% active;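 active = mean replicate inhibition at least 60% with every replicate also reaching 60%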;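 note: luciferase light reporting Pax8 driven TPO promoter activity; plate controls were median of neutral control wells for no effect and mitoxantrone controls for full effect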
Active calls of the source: *; x = not tested or not shown; [ ] = remark or other dose.

SMILES	FN deposit inh	LGR2 inh	miR-122 sensor	Cneo AK release	EWS-Fli inh	CASP6 VEID inh	PGC1a acetyl inh	PAX8 reporter
COc1ccc(NC(=O)N2CC(=O)N3[C@H](CO)[C@H](c4ccc(-c5ccc(C)cc5)cc4)[C@@H]3C2)cc1	x	-5	x	x	-11	-2	-7	-3
COc1ccc(NC(=O)CN(C)C(=O)CSCc2c(C)noc2C)cc1	10	-12	-6	-2	-2	0	5	-10
CCCc1nc(SCC(=O)NC2CC2)c2c(C)c(C)sc2n1	3	2	-1	-4	-1	-4	-1	-1
O=C(C[C@@H]1C[C@@H]2c3cc(NC(=O)C4CCC4)ccc3O[C@@H]2[C@@H](CO)O1)NCC1CC1	-2	-6	4[16.7 µM]	-1	4	1	1	16
COc1ccccc1CNC(=O)C(=O)NCC1CCCN1S(=O)(=O)c1cccs1 (configuration not stated)	4	13	x	0	1	-3	x	17
COc1cccc(OCc2cc(C(=O)N3CCCC3c3ccccn3)no2)c1 (configuration not stated)	-8	-45	-2	1	-76	2	x	-133
CCC(Sc1nnc(C)s1)C(=O)Nc1nccs1 (configuration not stated)	7	x	1	-1	x	x	-3	0
COc1cccc(S(=O)(=O)N[C@@H]2CC[C@@H](CC(=O)NCc3ccc(Cl)cc3)O[C@@H]2CO)c1	4	2	x	13	-6	-1	0	30
O=C(c1ccccc1)N1CCC2CCN(CCc3ccccc3)CC21 (configuration not stated)	3	-24	x	x	-3	0	x	-7
CC(C)N(C(=O)[C@H]1C[C@H](CC(=O)NCCN2CCOCC2)C(=O)N2CCc3c([nH]c4ccc(Cl)cc34)[C@]12C)C(C)C	-2	-19	-8	0	-7	-5	-3	-7
COc1cc2c(cc1NC(=O)c1cccc(F)c1)CCCC2	2	-12	3	6	x	x	3	18
COc1cccc(NC(=O)c2ccc(-n3cccn3)nc2)c1	7	x	-17	0	x	x	-2	-46
O=C(NC1Cc2ccccc2C1)[C@@H]1[C@@H](CO)[C@@H]2Cn3c(ccc(-c4ccccc4F)c3=O)[C@H]1N2	x	0	4[16.7 µM]	1	-16	1	2	-1
O=C(c1ccccc1CCc1ccccc1)N1CCCC1	4	10	x	-1	0	-1	x	-10
COc1ccc2c(c1)c(C(=O)CN1CCOCC1)c(C)n2C	-7	x	5	0	x	x	1	13
Cc1ccccc1-c1ccc([C@@H]2[C@@H](CO)N3CCCCN(C(=O)c4cccnc4)C[C@H]23)cc1	x	0	4[16.7 µM]	-3	-3	1	2	10
O=C(Nc1ccc(SC(F)F)cc1)c1ccc(F)cc1	2	-129	x	x	-124	0	1	-152
COc1ccc(S(=O)(=O)N2C[C@H](O)COC[C@@H]3O[C@H](CC(=O)NCCCN4CCOCC4)CC[C@H]32)cc1	1	-3	10[16.7 µM]	-2	1	-15	0	-12
C=CCN1c2ccccc2[C@]23C[C@@H](C(=O)OC)N(C(=O)c4cccs4)C2=NC(C(=O)OC)=C(C(=O)OC)[C@H]13	-1	x	0	-1	13	-9	x	21
Cc1ccc(NC(=O)C2(c3ccc([N+](=O)[O-])cc3)CCCC2)cc1	0	3	6	-2	13	3	-18	0
O=C(NCCc1cscn1)C1CCC(=O)N(Cc2ccc(Cl)cc2)C1 (configuration not stated)	-4	6	-3	-2	-6	-1	0	-33
CCCN1CCCCC(NC(=O)c2ccc(F)c(F)c2)C1=O (configuration not stated)	-5	-11	x	x	-12	3	x	-18
COC(=O)C[C@@H]1CC[C@H]2[C@@H](COc3ccc(NC(=O)Nc4ccc(Cl)cc4)cc3C(=O)N2C)O1	7	-12	23[16.7 µM]	1	3	x	-4	11
O=C(O)/C(=C\c1cccc([N+](=O)[O-])c1)c1ccc(S(=O)(=O)N2CCCCC2)s1	0	-3	x	x	4	41*	9	-11
C/C(=N\NC(=O)c1ccco1)c1cc2ccccc2o1	-1	-24	-1	-3	-37	2	4	26

Next section, overlapping the part above by 7 compounds.
SMILES	FN deposit inh	LGR2 inh	miR-122 sensor	Cneo AK release	EWS-Fli inh	CASP6 VEID inh	PGC1a acetyl inh	PAX8 reporter
C=CCN1c2ccccc2[C@]23C[C@@H](C(=O)OC)N(C(=O)c4cccs4)C2=NC(C(=O)OC)=C(C(=O)OC)[C@H]13	-1	x	0	-1	13	-9	x	21
Cc1ccc(NC(=O)C2(c3ccc([N+](=O)[O-])cc3)CCCC2)cc1	0	3	6	-2	13	3	-18	0
O=C(NCCc1cscn1)C1CCC(=O)N(Cc2ccc(Cl)cc2)C1 (configuration not stated)	-4	6	-3	-2	-6	-1	0	-33
CCCN1CCCCC(NC(=O)c2ccc(F)c(F)c2)C1=O (configuration not stated)	-5	-11	x	x	-12	3	x	-18
COC(=O)C[C@@H]1CC[C@H]2[C@@H](COc3ccc(NC(=O)Nc4ccc(Cl)cc4)cc3C(=O)N2C)O1	7	-12	23[16.7 µM]	1	3	x	-4	11
O=C(O)/C(=C\c1cccc([N+](=O)[O-])c1)c1ccc(S(=O)(=O)N2CCCCC2)s1	0	-3	x	x	4	41*	9	-11
C/C(=N\NC(=O)c1ccco1)c1cc2ccccc2o1	-1	-24	-1	-3	-37	2	4	26
O=C(Nc1ccc(Cl)cn1)c1cnn2cccnc12	x	-32	7	-2	x	x	-2	x
O=C(Nc1nc2ccccc2n1CCN1CCOCC1)c1ccccc1	-6	-5	2	1	-12	0	9	-11
CC(=O)Cc1nsc(NC(=O)c2ccco2)n1	x	6	x	-1	1	x	0	x
CC(=O)N1CC=C2C(C#N)=C(N)C(C#N)(C#N)[C@H](c3ccoc3)[C@H]2C1	-1	x	9	1	x	x	5	x
CCn1c(CNC(=O)Cc2ccc(OC)cc2)nnc1SCC(=O)Nc1ccc(C(=O)O)cc1	1	13	x	x	-2	2	x	-1
NNC(=O)c1ccc2nc(-c3ccc(Br)cc3)cn2c1	x	-47	2	x	-35	0	12	-81
CC1C(=O)Nc2ccc(S(=O)(=O)N3CCN(c4ccccc4F)CC3)cc2NC1=O (configuration not stated)	9	7	-2	x	19	-2	6	16
CCCc1cc(=O)[nH]c2nnc(SCC(=O)NC3CCCCC3)n12	1	11	x	0	-9	1	x	-3
C[C@H]1CN([C@@H](C)CO)C(=O)Cc2cc(NC(=O)Nc3ccc(F)cc3)ccc2O[C@H]1CN(C)S(=O)(=O)c1ccccc1	8	-10	-9[16.7 µM]	1	4	0	-7	x
C[C@H](CO)N1C[C@H](C)[C@H](CN(C)CC2CCCCC2)Oc2ccc(NC(=O)C3CCCCC3)cc2C1=O	-18	13	0[16.7 µM]	-2	-2	-5	-13	x
COc1ccccc1NC(=O)CSc1ncnc2c1oc1ccccc12	8	x	3	0	x	x	-22	x
COc1cccc(CNC(=S)Nc2cccc(Cl)c2C)c1	4	3	14	8	9	0	x	2
Cc1[nH][nH]c(=O)c1C(c1c(C)[nH][nH]c1=O)c1cn(Cc2ccccc2Cl)c2ccccc12	20	-16	5	x	x	x	-6	17
COC(=O)c1cc(OC)c(OC)cc1NC(=O)CCNC(=O)c1ccco1	4	6	-8	-1	-5	3	-4	11
CCOC(=O)C(NC(=O)Nc1ccc(F)cc1F)(Oc1ccc(F)cc1)C(F)(F)F (configuration not stated)	3	4	-5	x	-3	0	-3	-10
CCCCOC(=O)c1ccc(NC(=O)C(=O)CC(=O)c2ccc(OC)cc2)cc1	-3	-2	x	x	42	3	x	-56
CCCCC(O)(CCCC)C(=O)NNc1ccccc1	-2	-9	4	-2	8	2	-8	-3
O=C1/C(=C/c2ccccc2[N+](=O)[O-])COc2ccccc21	13	91*	11	-6	28	1	-121	61*
Cc1noc(C)c1S(=O)(=O)Nc1ccc2c(c1)C(=O)N([C@@H](C)CO)C[C@@H](C)[C@H](CN(C)Cc1ccc(-c3ccccc3)cc1)O2	x	11	0[16.7 µM]	0	-4	-3	-4	x
CC(C)COP(=O)(OCC(C)C)C(O)c1ccc(N(C)C)cc1 (configuration not stated)	-6	3	-7	-2	-1	0	x	-1
O=S(=O)(c1ccc2ccccc2c1)N1CCN(Cc2cccc(OCCO)c2)CC1	x	x	x	0	9	-1	x	3
COc1ccc(CN2CCCCC2C)cc1OC (configuration not stated)	x	-12	0	0	x	x	11	x
CCCNC(=O)C[C@H]1CC[C@H]2[C@@H](COC[C@@H](O)CN2Cc2ccc(Cl)c(Cl)c2)O1	-5	-8	-3[16.7 µM]	52	3	1	2	19
COc1ccc(CCC(=O)N2CCN(S(=O)(=O)c3ccc(OC)cc3)CC2)cc1	-4	-21	-7	0	0	-2	0	14
COCC(=O)Nc1ccc2c(c1)OC[C@H](C)N(Cc1cncnc1)C[C@H](C)[C@H](OC)CN(C)C2=O	4	-5	-10[16.7 µM]	x	-1	x	-24	x

Other structures
SMILES	FN deposit inh	LGR2 inh	miR-122 sensor	Cneo AK release	EWS-Fli inh	CASP6 VEID inh	PGC1a acetyl inh	PAX8 reporter
CCN(C(=O)c1cccs1)c1nnc(-c2ccncc2)s1	2	x	-7	2	x	x	6	-102
COc1ccc2c(c1)CCCC21SC(NC(C)=O)=NN1C(C)=O (configuration not stated)	-2	10	x	x	-3	-1	x	3
O=C(NCCc1ccccn1)C1CCCN(S(=O)(=O)Cc2ccccc2)C1 (configuration not stated)	-2	x	0	4	x	x	-3	12
CCOc1ccc(NC(=O)CC2C(=O)N(c3ccccc3)C(=O)N2CCc2cccs2)cc1 (configuration not stated)	-1	-16	34	3	-4	-4	-23	8
Cc1ccc(S(=O)(=O)N2CCC(=O)N([C@H](CO)Cc3ccccc3)CC2)cc1	5	-2	x	x	0	0	x	-4
OC(COCc1ccc2c(c1)OCO2)CN1CCC(Cc2ccccc2)CC1 (configuration not stated)	-1	9	x	x	-3	0	0	-6
c1ccc2c(c1)ncn2CCn1cnc2ccccc21	-12	x	-18	0	x	x	-3	x
COc1cccc(CCNC(=O)CCCC(=O)c2ccccc2)c1	1	7	-2	-3	12	2	x	-18
CC(=O)Nc1ccc(-c2nnn(CC(=O)c3ccc(F)cc3)n2)cc1Cl	-28	2	-7	11	2	-4	11	10
O=C(CC(=O)c1cc(Cl)ccc1O)c1ccccc1	x	-56	-5	1	-3	1	-9	x
Cc1cccc(Nc2ncnc3c2cnn3C)c1	-11	-14	3	1	-5	7	2	10
CCN(CC)C(=O)c1cccc(-c2csc(C(C)(O)c3cccc(OC)c3)n2)c1 (configuration not stated)	14	19	2	1	16	1	x	22
C[C@@H]1CN([C@H](C)CO)C(=O)c2cc(NC(=O)c3ccncc3)ccc2O[C@H]1CN(C)Cc1ccc(C(F)(F)F)cc1	x	-7	-2[16.7 µM]	1	-6	-4	1	28
CC(=O)c1c(C)[nH]c(C(=O)OCc2nc3ccsc3c(=O)[nH]2)c1C	2	-20	7	-2	-51	3	23	x
CCOC(=O)CNS(=O)(=O)Cc1ccccc1	1	9	-1	-1	3	-4	-8	5
O=C(c1cccc(-c2ccccc2)c1)N1CC[C@@H](N2CCC(O)CC2)[C@H](O)C1	-3	-9	x	-2	x	-1	x	0
Cc1nnc(N/N=C/c2cc(C)n(-c3ccc(F)cc3)c2C)n1N	12	x	x	x	-8	33	x	120*
COc1cc(/C=C/C(=O)NCCn2c(C)cc3ccccc32)cc(OC)c1OC	5	-19	1	1	11	0	x	23
CCCCCCN1CCN(C2CN(Cc3ccc(C)cc3)S(=O)(=O)C2)CC1 (configuration not stated)	x	2	-4	0	9	-1	5	12
Cc1ccc(-n2nc(C)c(C(=O)N3CCN(C(=O)c4ccco4)CC3)c2-n2cccc2)cc1	-1	-1	-1	-2	-3	3	-2	8

Screening results: PubChem, Broad Institute

Not a hit list; about 2.5% have a hit in one of these screens.
